Screening results as filed in PubChem.
GSIS activator – primary screen for activators of insulin secretion dependent on glucose, INS-1E cells, GLuc reporter luminescence | INS-1E GLuc reporter insulin secretion, 2-3 h | activation, % at 16.6 µM | 0.61% of 370,000 active | AID 743287;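 active means lowest replicate activation of at least 40%, so every replicate reaches that level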;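 further: 0% = median of neutral control wells and 100% = median of IBMX positive control wells; some compounds called inactive have numbers as strong as hits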
XiGFP reactiv – X-chromosome reactivation activator | XiGFP mouse fibroblasts, % GFP-positive cells imaging, 3 d; cells co-treated with 5-aza-dC sensitizer; scaled so ellipticine positive control = 100% | AID 743238 | activation, % at 7.58 µM | 0.055% of 360,000 active;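 active means mean normalized replicate activation at least 10% and every replicate at or above 10%; inconclusive means only one of the two criteria met; inactive means mean below 10% and not all replicates reach 10%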;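 further: 0% = median of on-plate neutral control wells and 100% = ellipticine 6 µM median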
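System: SV40-immortalized XiGFP fibroblast cells, line 68-5-11 / Incubation: 3-day compound exposure, then 15 min fixation at room temperature / Compound: single concentration per compound, delivered by pin transfer / Buffer or medium: DMEM plus 5-aza-dC sensitizer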
EWS-Fli block – blocks EWS/Fli oncoprotein-driven transcription; 0.67% of 350,000 active; inhibition, % at 12.6 µM; AID 651661; A673 NR0B1-luciferase reporter, viability-normalised;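 active means mean inhibition of at least 50% after viability correction, with every replicate also passing that limit; inconclusive means mean reaches 50% but only one of two replicates passes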;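 further: firefly luciferase signal divided by Alamar Blue viability fluorescence both relative to DMSO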
ERp5 inh – ERp5 (human) disulfide isomerase inhibition; Q15084; ERp5 insulin aggregation, absorbance 650 nm, 90 min; inhibition, % at 9.99 µM; 0.05% of 350,000 active;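 active means mean replicate inhibition above about 25%, with every replicate also reaching it, limit read from the data, passing the limit was not always enough; inconclusive means only one of those two criteria met; inactive means neither criterion met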
Target sequence (Q15084 whole entry, looked up): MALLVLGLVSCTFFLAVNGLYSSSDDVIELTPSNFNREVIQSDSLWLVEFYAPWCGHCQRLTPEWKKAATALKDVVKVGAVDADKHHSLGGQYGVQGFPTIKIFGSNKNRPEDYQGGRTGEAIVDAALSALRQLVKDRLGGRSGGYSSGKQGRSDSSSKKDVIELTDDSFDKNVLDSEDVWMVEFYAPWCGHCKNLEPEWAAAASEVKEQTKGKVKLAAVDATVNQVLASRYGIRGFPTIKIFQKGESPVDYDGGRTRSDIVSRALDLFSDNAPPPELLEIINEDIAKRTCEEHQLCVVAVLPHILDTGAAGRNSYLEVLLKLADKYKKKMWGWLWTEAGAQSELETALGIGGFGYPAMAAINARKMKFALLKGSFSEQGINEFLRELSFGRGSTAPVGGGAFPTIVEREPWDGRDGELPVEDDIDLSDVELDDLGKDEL
PAX8 reporter – inhibitors of PAX8 transcriptional activity in RMG-I cells; RMG-I TPO-luciferase reporter, SteadyGlo, 24 h; inhibition, % at 12.6 µM; 1.2% of 360,000 active;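 active means mean replicate inhibition at least 60% with every replicate also reaching 60%; inconclusive means only one of the two criteria is met; inactive means mean below 60% and not all replicates reaching 60%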;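 further: luciferase light reporting Pax8 driven TPO promoter activity; plate controls were median of neutral control wells for no effect and mitoxantrone controls for full effect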
ARNT-TACC3 inh – disruptors of human ARNT/TACC3 interaction. Q9Y6A5. inhibition, % at 9.99 µM. 0.66% of 390,000 active. AID 623870. AlphaScreen His-ARNT PAS-B/GST-TACC3 binding, luminescence; TACC3 fragment carries E629A point mutation;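 active means mean inhibition of replicates at least 50% and at least half of replicates each reaching 50%; inconclusive means half or more replicates reach 50% but mean below 50%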;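 further: 0% = complete ARNT plus TACC3 wells and 100% = ARNT alone without TACC3; many hits fall short of the cut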
CFTR F508del cor – correctors of CFTR F508del function in bronchial epithelial cells | activity (quench increase), % at 7.58 µM | CFBE cells, YFP halide quenching; stimulated with forskolin plus potentiator P3; % fluorescence drop versus neutral controls | 0.36% of 350,000 active;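 active means mean added fluorescence quench of at least 8% versus neutral control, with both replicates also reaching 8%; inconclusive means only one of the mean or replicate conditions met; inactive means mean below 8% and not both replicates reaching 8%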;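 further: cells transiently co-express mutant CFTR-F508del with the halide-sensitive YFP; corrector assay measuring rescue of mutant channel to the surface after 24 h compound exposure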
DENV2 CPE – DENV2-induced cell death inhibition; DENV2-infected cells, cytopathic effect rescue, plate reader; CPE inhibition, % at 9.99 µM; 1.7% of 350,000 active; AID 651640; in the data active means CPE inhibition above about 20%, passing the limit was not always enough; inconclusive means no clear call, values can overlap the other calls; tested in BHK-21 cells;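 further: 0% = median of neutral control wells and 100% = median of positive control wells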
An asterisk follows results filed as active; ? = inconclusive; nt = no result given.

SMILES,GSIS activator,XiGFP reactiv,EWS-Fli block,ERp5 inh,PAX8 reporter,ARNT-TACC3 inh,CFTR F508del cor,DENV2 CPE
N#Cc1cccc(OC(=O)c2ccc3c(=O)n4c(nc3c2)CCC4)c1,8,0.1,-6,0,2,-3,-2.1,?
CC1(C)NC(=O)N(CC(O)CN(c2ccccc2)S(=O)(=O)c2ccc([N+](=O)[O-])cc2)C1=O (stereo not drawn),-12,0.0,nt,-1,7,-1,-0.7,6
C[C@H]1CN([C@@H](C)CO)C(=O)Cc2cc(NC(=O)CCN3CCOCC3)ccc2O[C@@H]1CN(C)S(=O)(=O)c1cccs1,11,0.0,-1,-4,-14,nt,-0.7,-1
OCC[C@H]1C[C@@H](O)[C@H](O)[C@@]2(CCCCO2)O1,-2,-0.6,-1,-2,-25,0,0.1,-8
CC(=O)Oc1ccc(-c2nc3ccccc3c(=O)o2)cc1,0,0.0,6,4,2,4,0.3,-3
COc1ccc(C=C2NC(=O)NC2=O)cc1O,nt,0.1,7,6,6,nt,-1.3,3
C[C@@H]1CN([C@@H](C)CO)C(=O)c2cccc(NC(=O)Nc3ccc(C(F)(F)F)cc3)c2O[C@@H]1CN(C)Cc1ccc2c(c1)OCO2,-22,0.8,-5,-3,nt,7,0.5,11
COc1cc(C(=O)Nc2ccc(C(=O)NCC3CCCO3)cc2)cc(OC)c1OC (stereo not drawn),-2,-0.1,4,10,28,11,-2.8,4
O=C(C[C@@H]1C/C=C\CC[C@H](Cc2ccc(F)cc2)C(=O)OC[C@@H](Cc2ccccc2)NC1=O)NCCO,-20,0.3,6,3,8,7,-1.3,-4
Cc1c(NC(=S)N/N=C/c2cc([N+](=O)[O-])ccc2O)c(=O)n(-c2ccccc2)n1C,-20,-0.1,23,0,16,70*,-1.1,0
C[C@@H]1CN([C@H](C)CO)C(=O)c2cc(NS(=O)(=O)c3ccccc3)ccc2O[C@@H]1CN(C)Cc1ccc(C(=O)Nc2ccccc2N)cc1,2,-0.1,49,-1,18,1,1.0,5
CN(c1ccc(C(=O)Nc2ccc(Cl)cn2)cc1)S(=O)(=O)c1ccccc1,-10,0.0,15,0,9,-1,-2.8,4
CC(=O)OCC1OC(OC(C)=O)C(NC(=O)c2cccnc2)C(OC(C)=O)C1OC(C)=O (stereo not drawn),-5,0.0,1,2,32,-3,-1.1,-20
CCN1CCN(c2c(Cl)cccc2NC(=O)c2cc3ccccc3o2)CC1,9,-0.1,-2,1,11,nt,1.4,3
O=C(COC(=O)c1cccc2ccccc12)NCCCc1ccccc1,-4,-0.3,2,nt,-3,-3,nt,nt
COc1ccc2c3c(n(C)c2c1)[C@@H](CO)N(C(=O)c1ccc(F)cc1)CC31CN(CC2CC2)C1,-9,0.2,10,-1,nt,nt,0.4,12
Cc1c(NCc2ccccc2O)c(=O)n(-c2ccccc2)n1C,-5,0.1,-4,3,17,0,-1.4,-10
Cc1cccc(C)c1NC(=S)/C(=C(\[O-])c1cccs1)[n+]1ccccc1,-11,-0.2,nt,nt,-4,0,nt,nt
CN(CCOc1ccccc1)C(=O)c1cc(-c2ccco2)nc2ccccc12,-6,0.0,2,-10,15,2,6.0,3
CCOc1ccc(S(=O)(=O)N2CCCCC2)cc1NS(=O)(=O)c1cccs1,9,-0.4,2,1,-8,-2,-3.3,0
C[C@H](NC(=O)C[C@@H]1C[C@@H]2c3cc(NC(=O)Nc4ccc(C(F)(F)F)cc4)ccc3O[C@@H]2[C@@H](CO)O1)c1ccccc1,-8,0.4,2,-2,107*,11,-2.6,2
Cn1ccnc1/C(=N\NC(=O)c1ccc(O)cc1)c1cccc([N+](=O)[O-])c1,56,0.0,-10,0,1,8,2.0,0
CC(=O)Nc1c2c(nn1-c1ccc(C)cc1)CSC2,3,0.0,-4,9,2,13,-3.2,-6
Cc1ccc(NCc2nc3ccccc3n2C)c(C)c1,-6,0.0,24,-1,-24,11,-0.1,-6
CCc1nn(CC(=O)NCCN2CCN(C)CC2)c(=O)c2cc3c(OC)cccc3n12,13,0.1,1,-2,-24,-4,3.1,1
CC(C)(C)N(Cc1ccccc1)C(=O)COC(=O)C1=NN(c2ccccc2)C(=O)CC1,-26,0.4,7,-3,nt,0,0.2,0
CC(C)CN(C(=O)COc1ccc2ccc(=O)oc2c1)C1CCS(=O)(=O)C1 (stereo not drawn),25,0.0,0,1,-16,-6,-3.7,2
N#C[C@@H]1[C@H](c2ccccc2C2=CCCC2)[C@@H](CO)N1C(=O)C1CCC1,6,0.3,8,-2,-8,nt,0.8,0
Cc1ccc(N(Cc2ccc([N+](=O)[O-])cc2)C(=O)c2ccco2)cc1C,0,0.1,nt,nt,13,6,nt,nt
CCc1cc2c(nc1CC)CCCN2S(=O)(=O)c1ccc(F)cc1,-29,0.1,8,-2,3,nt,-1.7,-1
O=C(Nc1ccccc1)N1CCCCN2[C@H](CO)[C@H](c3ccc(-c4ccccc4F)cc3)[C@@H]2C1,-12,-0.1,4,-2,-19,18,-1.5,-8
CCC(=O)N(C)C[C@@H]1Oc2cc(C#CC3(O)CCCC3)ccc2S(=O)(=O)N([C@H](C)CO)C[C@H]1C,-3,-2.0,5,-18,nt,-6,-1.7,-2
COC(=O)[C@@]12C[C@@H](CC(=O)NCc3ccccc3)C(=O)N(Cc3cccc4ccccc34)C1=CCC(C)(C)C2,-35,0.2,-1,-5,32,nt,-0.8,-5
O=C(CNC(=O)c1ccco1)N/N=C/c1ccc(O)c([N+](=O)[O-])c1,-2,0.2,5,1,2,0,nt,-3
C[C@H]1CN([C@@H](C)CO)C(=O)Cc2cc(NC(=O)NC3CCCCC3)ccc2O[C@H]1CN(C)CC1CC1,10,0.0,7,4,nt,-6,1.0,3
CCC[C@@H](NS(=O)(=O)c1ccc(C)cc1)C(=O)Oc1ccc2c3c(c(=O)oc2c1)CCC3,-29,0.7,nt,nt,-6,-2,nt,nt
CCOC(=O)Cn1nc(-c2ccc(C)cc2)c2ccccc2c1=O,27,0.0,-2,4,0,3,-2.3,2
O=C(Nc1ccccc1Cl)c1cccc(NC(=O)C2CCCC2)c1,-5,-0.1,-6,-1,-32,-3,-2.3,-3
COc1ccc(OC)c(N/C(=N/C(=S)Nc2ccccc2)Nc2nc(C)cc(C)n2)c1,nt,0.0,18,5,1,nt,-1.1,-3
C=CCSc1nnc(Cc2c(C)[nH]c3ccccc23)o1,nt,0.0,3,-1,3,3,5.4,1
CCC(=O)N(C)C[C@@H]1Oc2cc(C#CC3CCCCC3)ccc2S(=O)(=O)N([C@H](C)CO)C[C@H]1C,-12,-0.1,13,3,-8,5,-5.1,nt
C[C@H]1CN([C@@H](C)CO)C(=O)c2cccc(NS(C)(=O)=O)c2O[C@@H]1CN(C)C(=O)Nc1ccc(C(F)(F)F)cc1,12,-0.7,-1,-1,-14,-6,-0.1,-5
CCCCOCC1CN(CCCC)S(=O)(=O)c2c(Oc3ccc(F)cc3)cccc2O1 (stereo not drawn),13,0.0,9,1,12,nt,3.5,-14
CCOc1c(Br)cc(C(=O)Nc2cccc(S(=O)(=O)N3CCOCC3)c2)cc1OC,nt,0.0,14,7,19,nt,1.1,-8
Cc1ccc(NC(=O)CSc2nc3c(c(=O)[nH]2)CCCC3)cc1C,-6,0.0,16,-13,6,-7,-1.5,0
CN1C(=O)C2C(c3ccc(N(C)C)cc3)=NN(Cc3ccccc3)C2C1=O (stereo not drawn),-2,0.0,-4,3,-57,18,0.9,nt
C/C=C/c1cnc2c(c1)C(=O)N([C@@H](C)CO)C[C@H](C)[C@@H](CN(C)Cc1ccc(F)cc1)O2,16,-0.4,-12,-5,-9,nt,-0.5,-6
O=C(O)c1ccc(N=c2oc3cc(O)ccc3cc2C(=O)NCc2ccccc2)cc1,-31,0.0,3,0,-117,nt,-0.6,-8
Cc1ccccc1C(=O)N1CCC(C(=O)N(CC(C)C)c2c(N)n(CC(C)C)c(=O)[nH]c2=O)CC1,7,0.1,-3,-4,-2,8,0.3,-11
CCC(C(=O)NCCc1ccco1)n1nc(C)c2c(C)n(-c3ccccc3)nc2c1=O (stereo not drawn),1,0.0,5,nt,0,5,-0.8,-5

Other compounds follow.
SMILES,GSIS activator,XiGFP reactiv,EWS-Fli block,ERp5 inh,PAX8 reporter,ARNT-TACC3 inh,CFTR F508del cor,DENV2 CPE
CCOC(=O)c1cn(CC)c2c(ccc3ccccc32)c1=O,6,0.0,-7,-4,-35,-24,1.4,-1
O=C(NC1CCCCC1)c1cccc2c1C(=O)c1ccc(-c3ccc(OC(F)(F)F)cc3)cc1S2(=O)=O,0,0.0,2,7,18,-7,1.8,16
CCn1c(SCC(=O)NNC(=O)Cc2ccccc2)nnc1-c1ccncc1,4,0.1,0,-5,4,-6,-0.4,-4
Clc1ccc(-c2ccc(CN3CCCCC3)o2)cc1,-2,0.1,-11,-2,-10,9,0.5,?
C=CCn1c2ccccc2c(=O)c2cc(C#CC3(O)CCCCC3)ccc21,2,0.2,-173,0,-84,-2,5.4,0
COc1ccccc1S(=O)(=O)N(C)C[C@H]1Oc2cc(/C=C/c3ccccc3)ccc2S(=O)(=O)N([C@@H](C)CO)C[C@H]1C,17,0.0,4,-5,nt,0,1.0,5
CC(Oc1ccc(Cl)cc1Cl)C(=O)NNC(=O)c1ccncc1 (stereo not drawn),4,0.3,0,1,3,5,-1.0,?
CCCCCN1CSC(=S)N(Cc2ccccc2)C1,-11,0.1,3,3,5,1,nt,-8
COc1ccccc1NC(=O)CN(c1ccccc1)S(=O)(=O)c1ccccc1,-7,0.0,10,1,1,36,3.3,-4
CN(C)C(=O)c1ccc(-c2ccc3c(c2)[C@H]2[C@H](CCN2C(=O)C2CCOCC2)[C@@H](CO)N3C)cc1,-1,0.0,-9,nt,11,-5,0.1,nt
CCN(CC)c1ccc(/C=N/NC(=O)c2cccc(S(=O)(=O)Nc3ccccc3OC)c2)c(O)c1,8,0.0,1,-3,74*,0,1.3,-6
NC(=O)COC(=O)C1CSC2(c3ccc(F)cc3)CCC(=O)N12 (stereo not drawn),0,0.0,-2,1,9,-4,-2.7,2
CC(C)NC(=O)N(C)C[C@@H]1Oc2ccc(N(C)C)cc2CC(=O)N([C@H](C)CO)C[C@@H]1C,28,-0.1,nt,-3,-5,nt,0.5,1
O=C1CN(C(=O)c2ccc(Cl)c(S(=O)(=O)N3CCc4ccccc43)c2)c2ccccc2N1,-26,-0.1,-19,1,26,4,4.9,-9
CCN1C(=O)[C@H]2[C@@H](c3ccc(OC)cc3)N[C@]3(CCCN(Cc4ccc(Br)cc4)C3=O)[C@H]2C1=O,4,-0.2,7,0,?,nt,-1.9,?
Cc1cccc(C)c1NC(=O)COC(=O)C1Cc2ccccc2CN1C(=O)c1ccccc1 (stereo not drawn),-16,0.1,nt,nt,7,-4,nt,nt
